D3 antag: blocks the human D3 dopamine receptor. P35462. D3R cells, DiscoveRx beta-arrestin luminescence, antagonist mode; hits give low values. max response, negative = inhibition, %. 2.5% of 360,000 active. AID 652054; in the data active = max response below about -50%; inconclusive = no clear call, values can overlap the other calls; also: % is scaled to controls: 0 for no effect and ±100 for the full control effect; mostly tested at two doses, the higher about 12 µM
Target sequence (P35462 whole entry, looked up): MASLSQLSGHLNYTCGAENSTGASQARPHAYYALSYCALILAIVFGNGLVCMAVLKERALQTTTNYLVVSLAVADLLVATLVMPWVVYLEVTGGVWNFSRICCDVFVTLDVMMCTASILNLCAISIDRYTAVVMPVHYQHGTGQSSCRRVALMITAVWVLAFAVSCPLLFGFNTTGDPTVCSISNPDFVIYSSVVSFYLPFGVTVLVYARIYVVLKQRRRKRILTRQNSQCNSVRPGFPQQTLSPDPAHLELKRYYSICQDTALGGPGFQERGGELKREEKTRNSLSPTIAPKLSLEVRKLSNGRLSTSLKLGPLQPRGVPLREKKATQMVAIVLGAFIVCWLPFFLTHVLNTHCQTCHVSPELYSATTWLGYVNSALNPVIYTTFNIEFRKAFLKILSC
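Cells expressing the human receptor were seeded at 1500 cells/well, incubated overnight at 37 degrees C in 5% CO2, then exposed to library compounds with dopamine controls for 90 minutes at 37 degrees C before luminescent detection.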
aSyn rescue: alpha-synuclein toxicity inhibition in yeast; Yeast expressing alpha-synuclein, growth rescue, BacTiter-Glo, 24 h; Potency, µM (highest dose often 46.1 µM), inactives show top-dose growth rescue (activation), usual class: activators; 0.14% of 370,000 active; also: potency is read from the fitted curve at half-maximal effect; % of control where 0% means no effect; nearly all actives have a fitted effect of over 65% in size
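Screening used galactose-induced yeast with toxic alpha-synuclein levels, exposed to compound for 24 hr at 30 deg C. Cell growth, read with BacTiter-Glo luminescence, gave the measured signal.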
DRD3 agonist: activates the human D3 dopamine receptor | D3R DiscoveRx beta-arrestin cells, luminescence, 90 min | max activation, % | 0.58% of 410,000 active | AID 652048; in the data active = max activation above about 30%; also: 0% is about no effect; mostly tested at two doses, the higher about 12 µM
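Agonist-mode cell screen: cells plated at 1500/well and incubated overnight at 37 °C, then exposed to library compounds for 90 min at 37 °C. Detection reagent was added for 30–60 min at room temperature, and luminescence was read.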
KB-V1 cytotox: KB-V1 MDR subline cytotoxicity. 3.4% of 400,000 active. Potency, µM (top dose mostly 46.1 µM), for the others: top-dose activity change, negative = cytotoxicity, usual class: cytotoxic. KB-V1 MDR cells viability, CellTiter-Glo, 72 h. AID 1347076; also: potency is read from the fitted curve at half-maximal effect; % is scaled to controls: 0 for no effect and ±100 for the full control effect; nearly all actives have a fitted effect of over 60% in size
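Cytotoxicity via CellTiter-Glo luminescence after 72 h compound exposure at 37 degrees C. Cells: drug-selected KB-V1 line, DMEM phenol-red free plus 10% FBS. Compounds tested at multiple concentrations; normalized data fitted to concentration-effect curves.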
PTHR1 agonist: agonists of human PTHR1 parathyroid hormone receptor | Q03431 | HEK293 GP2 PTHR1 cells, GloSensor cAMP luminescence, 1 h | Potency, µM (titrated, usually from 115 µM), inactives show at the highest dose activation, hits mostly activators | 0.075% of 410,000 active; also: potency is read from the fitted curve at half-maximal effect; nearly all actives have a fitted effect of over 55% in size; some results filed as inactive show a strong effect at the top dose; inactives centre near -15; many of its hits are not listed in these tables
Target sequence (Q03431 whole entry, looked up): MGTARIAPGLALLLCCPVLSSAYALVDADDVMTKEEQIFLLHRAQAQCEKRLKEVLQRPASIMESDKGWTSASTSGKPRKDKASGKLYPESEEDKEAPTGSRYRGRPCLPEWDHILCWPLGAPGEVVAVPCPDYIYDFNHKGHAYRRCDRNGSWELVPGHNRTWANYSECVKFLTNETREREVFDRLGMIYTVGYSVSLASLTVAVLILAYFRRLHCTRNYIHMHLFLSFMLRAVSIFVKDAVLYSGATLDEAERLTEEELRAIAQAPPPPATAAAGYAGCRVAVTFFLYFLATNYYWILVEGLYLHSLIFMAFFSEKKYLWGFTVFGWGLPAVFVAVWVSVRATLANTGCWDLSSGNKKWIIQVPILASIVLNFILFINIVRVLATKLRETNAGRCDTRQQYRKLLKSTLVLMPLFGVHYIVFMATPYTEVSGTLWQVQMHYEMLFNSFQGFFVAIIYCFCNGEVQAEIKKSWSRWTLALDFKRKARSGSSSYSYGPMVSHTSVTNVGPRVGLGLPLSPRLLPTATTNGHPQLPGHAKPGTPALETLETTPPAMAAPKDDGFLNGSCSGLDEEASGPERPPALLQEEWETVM
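HEK-293-derived GP2 cells expressing PTHR1 and a GloSensor cAMP reporter, 3,000/well, plated overnight, given luciferin plus IBMX (each 0.5 mM as added) for 1 h at 37 °C, then compound for 1 h at 37 °C. Luminescence was read after 15 min at room temperature.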
GLP-1R agonist: GLP-1 receptor (human) agonism; Potency, µM (highest dose often 45.6 µM), inactives show top-dose activation, usual class: activators; AID 624172; HEK293 GLP-1R CRE-luciferase, luminescence, 4-6 h; cells express a hypersensitive GLP-1R form; 0.007% of 380,000 active; P43220; also: potency is read from the fitted curve at half-maximal effect; % of control where 0% means no effect
GLP1R cytotox: cytotoxicity in counter-screen for GLP-1R inverse agonists; HEK293 cAMP-luciferase reporter cells, luminescence, 24 h; Potency, µM (series often up to 38.3 µM), for the others: top-dose activity change, negative = inhibition, most hits filed as inhibitors; 0.13% of 410,000 active;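 also: loss of luciferase light is scored as toxicity; potency is read from the fitted curve at half-maximal effect; % is scaled to controls: 0 for no effect and ±100 for the full control effect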
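To flag toxic compounds, the library was rerun on cells for 24 hr at 37 deg C and 5% CO2. Viability-linked luminescence was captured 12 min after adding luciferase detection reagent.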
GLP1R inv ag: acts as inverse agonist at human GLP-1 receptor; P43220; HEK293 GLP-1R CRE-luciferase, luminescence, 24 h; GLP-1R form is constitutively active; Potency, µM (titrated, usually from 38.3 µM), for inactives: at the top dose activity change, negative = inhibition, most hits filed as inhibitors; 1.6% of 410,000 active; also: potency is read from the fitted curve at half-maximal effect; % is scaled to controls: 0 for no effect and ±100 for the full control effect; nearly all actives have a fitted effect of over 55% in size
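Seeding at 200 cells/uL, 12 h culture, 24 hr compound treatment, then luciferase reagent and a luminescence read; cells are HEK293 stably expressing a constitutively active GLP-1R plus cAMP-responsive luciferase.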
TDP43 rescue: TDP-43 toxicity inhibition in yeast; TDP-43 expressing yeast growth rescue, BacTiter-Glo, 24 h; Potency, µM (doses to about 46.1 µM), inactives show top-dose growth rescue (activation), usual class: activators; 1.8% of 410,000 active; also: potency is read from the fitted curve at half-maximal effect; % of control where 0% means no effect; nearly all actives have a fitted effect of over 50% in size
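Yeast cells expressing TDP-43 under galactose induction are exposed to compounds for 24 hr at 30 deg C. BacTiter-Glo luminescence measures growth, so protective compounds score as activators.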
An asterisk follows results filed as active; i = inactive; ? = inconclusive; · = no result given; [ ] = another dose, or the depositor's remark. Unless noted, calls follow the shape of the dose curve; as a rule, active = well fitted curve in the direction sought with a large enough effect; inconclusive = small, poorly fitted or top-dose-only effect, or another doubt; inactive = no such curve, though single readings can be large; an effect the other way counts as inactive or inconclusive. Some of the compounds tested, so the mix of outcomes need not match the whole.

Each structure is followed by: D3 antag, aSyn rescue, DRD3 agonist, KB-V1 cytotox, PTHR1 agonist, GLP-1R agonist, GLP1R cytotox, GLP1R inv ag, TDP43 rescue
CC(=O)N1CN(C2CCCC2)Cc2c1sc1c2CCCC1
    -24.6, 1.3%, -41.9, ?, i, -1.2%, 1.6%, 0.0%, -9.0%
Cc1ccc(-c2nc(CS(=O)CC(=O)NCCN3CCCCCC3)c(C)o2)cc1 (stereo not given)
    -2.3, -1.3%, 1.7, 3.1%, -20.2%, 3.8%, -1.4%, ?, -3.5%
O=C(COC(=O)c1cc(=O)[nH]c(=O)[nH]1)Nc1cccc(S(=O)(=O)N2CCOCC2)c1
    18.7, 4.3%, -0.4, 2.4%, i, -0.9%, -0.6%[7.66 µM], -0.7%[7.66 µM], 0.6%
Cc1ccc(OCC(=O)Nc2ccccc2C(N)=O)cc1
    -16.3, -0.1%, 0.2, -5.2%, -9.4%, 6.8%, -3.3%, 5.7%, 2.3%
CCCn1c(=O)c2[nH]c(-c3ccc(OCC(=O)Nc4ccc(C#N)cc4)cc3)nc2n(CCC)c1=O
    83.0, 1.1%, 26.6, 21.0%, -57.5%, -0.8%, -8.3%, 3.8%, 17.6%
Cc1ccccc1Cn1c(=O)n(CCCC(=O)NCc2ccco2)c(=O)c2sccc21
    7.7, -1.5%, 3.8, ?, i, 11.1%, 9.8%, -10.5%, 18.0%
CC(=O)Oc1ccccc1N(C(C)=O)S(=O)(=O)c1ccc2ccccc2c1
    -23.4, 10.9%, -13.8, -4.5%, i, 5.2%, 9.5%, -9.4%, -5.1%
CCCOc1cccc(C(=O)N(Cc2ccc(OC)c(OC)c2)C2CCS(=O)(=O)C2)c1 (stereo not given)
    -28.3, 0.7%, -7.6, 16.4µM*, 76.7%[57.5 µM], 22.7%, 6.0%, 0.0%, -14.1%
CC1CCCN(C/C=C/c2ccccc2[N+](=O)[O-])C1 (stereo not given)
    -90.6*, 0.8%, -49.7, 0.0%, i, 2.3%, 2.2%, 5.4%, -3.9%
CCCCCC(=O)Nc1cc(S(=O)(=O)N2CCOCC2)ccc1N1CCN(C)CC1
    4.5, -2.1%, -2.4, -5.5%, -7.6%, 10.3%, -0.3%, 16.6%, -14.2%
Cc1ccccc1C(=O)N1CCC(C(=O)NCc2ccc(Cl)cc2)CC1
    0.2, 0.3%, -2.0, -5.3%, -7.0%, 4.6%, -0.5%, 0.8%, 15.0%
CCC1(C)Cc2ccccc2C(Nc2c(C)n(C)n(-c3ccccc3)c2=O)=N1 (stereo not given)
    -5.7, -2.2%, 2.1, 6.4%, -8.0%[57.5 µM], -9.1%, -7.3%, 1.6%, 21.6%
COc1ccc(N(CC(=O)Nc2cc(C)ccc2C)S(=O)(=O)c2ccccc2[N+](=O)[O-])c(OC)c1
    -3.8, 4.9%, -4.1, -25.3%, i, 5.3%, -0.3%, -16.2%, -14.1%
O=c1oc2cc(OCc3c(F)cccc3Cl)ccc2cc1-c1ccccn1
    20.0, -0.8%, 28.2, -11.8%, -31.0%[inhibitor][57.5 µM], -10.1%, -6.0%, 6.9%, 1.1%
C=CCNC(=S)NNc1nc(Nc2ccccc2)nc(N2CCCCC2)n1
    ?, -3.0%, 3.3, -24.5%, i, 11.7%, -16.0%, ?, 10.9%
CSCCC(NC(=O)c1cc(S(=O)(=O)N2CCOCC2)ccc1F)c1nc2ccccc2[nH]1 (stereo not given)
    -6.1, 0.8%, -7.1, 3.9%, i, 0.7%, -0.2%, 0.0%, 19.1%
CCn1c(SCC(=O)Nc2ccc(N3CCOCC3)cc2)nnc1-c1ccco1
    -14.4, -13.7%, -4.3, -7.5%, -20.7%, 1.1%, 17.1%, 17.6%, -2.5%
CC(Sc1nc2cc([N+](=O)[O-])ccc2n1-c1cccc(C(F)(F)F)c1)C(=O)NC(N)=O (stereo not given)
    0.0, -1.7%, 4.6, -1.0%, i, -0.1%, 4.7%, 29.4%, 11.4%
CCOc1ccc2cc(C(=O)NCc3ccccc3)c(=N)oc2c1
    5.2, 0.6%, 21.5, -18.4%, -13.8%, 12.4%, -0.4%, 18.6%, -6.0%
COc1ccc(C2CC(c3ccc(C)cc3)Nc3nc(N)nn32)cc1 (stereo not given)
    -15.3, -0.4%, -6.9, -5.4%, i, 9.1%, -5.9%, -18.6%, -6.6%
O=S(=O)(c1ccccc1)N1CN(Cc2ccc(F)cc2)c2nc3ccccc3nc21
    14.0, 5.3%, -0.7, -0.3%, -8.2%, 4.4%, -15.8%, ?, -3.9%
Cc1ccccc1NC(=O)CSc1ccsc1[N+](=O)[O-]
    -10.0, 5.1%, 1.3, ?, i, -2.3%, -7.5%, 6.3%, 12.0%
CCCNC(=O)c1cc(C2CCCCN2S(=O)(=O)c2ccc(C#N)cc2)on1 (stereo not given)
    15.7, -0.8%, 6.3, 0.8%, i, -1.6%, -14.7%, 10.6%, 24.3%
Cc1ccc(C)c(NC(=O)CCN2CCN(C)CC2)c1
    -1.3, -1.3%, 0.1, 15.7%, i, -5.5%, -2.2%, -6.0%, -10.0%
COc1cc(/C=N/n2nnnc2N)cc(OC)c1OC
    -13.5, -1.6%, 2.8, -2.0%, -22.8%, 10.0%, 6.2%, 17.0%, -1.7%
COc1ccc(C(=O)Nc2nc3ccccc3s2)cc1
    112.4, -11.5%, -2.4, ?, -6.8%, -4.3%, ?, ?, ?
NC(=O)c1ccccc1NC(=O)CSc1nc2c(c(=O)[nH]1)CCCC2
    7.9, 0.5%, 5.0, -2.8%, i, 8.4%, -5.7%, 85.9%[activator], -16.0%
COc1ccc(Cn2c(CO)cnc2SCc2cccc(C)c2)cc1
    ·, 2.0%, -1.3, 0.0%, i, 12.7%, -5.6%, -34.3%, ?
CCn1c(C)nnc1SCC(=O)Nc1ccc2c(c1)OCCO2
    3.0, -3.3%, 16.8, 0.9%, i, 0.9%, -6.8%, 6.7%, 4.1%
CCC(C)c1ccc(O)c(/C=N/O)c1 (stereo not given)
    13.2, -3.5%, -1.0, -9.0%, -26.6%[57.5 µM], 10.8%, -17.4%, ?, 12.8%
Cc1cc(C)c(NC(=O)Cn2c(=O)n(CCC(=O)N3CCc4ccccc4C3)c(=O)c3ccccc32)c(C)c1
    ·, ·, -12.8, ?, i, -3.0%, 1.6%, -4.2%, 3.1%
COc1ccc(Br)cc1S(=O)(=O)n1nc(C)cc1C
    0.1, -3.1%, 2.5, -5.0%, -3.2%, -2.7%, -2.6%, -25.7%, 29.8%
O=C1NC[C@H](CCCCN2C[C@H](Cc3ccccc3)N(Cc3ccccc3)C(=O)C2=O)N(CC2CCCCC2)C1=O
    6.8, 4.9%, 6.9, -4.2%, -25.3%, 2.6%, 1.8%, 32.4%[activator], 10.2%
CC(O)Cc1cn(CC(=O)N2CCN(C(=O)OC(C)(C)C)CC2)nn1 (stereo not given)
    6.8, 4.1%, 10.3, -0.5%, i, -2.9%, 6.8%, 7.1%, 16.6%
Cc1cccc(NC(=S)Nc2cccc3ccccc23)c1
    -2.7, -0.7%, -12.6, 7.3%, i, -2.1%, -26.1%, -9.4%, ?
CCN(CC)C(=O)C1CCCN(C(=O)c2cc(COc3ccc4ncccc4c3)on2)C1 (stereo not given)
    1.2, -7.5%, 1.7, -16.1%, -28.4%, 4.6%, -0.4%, 14.8%, -24.5%
Cc1ccc(S(=O)(=O)N2CCC(=O)N(C(COCc3ccccc3)C(C)C)CC2)cc1 (stereo not given)
    -10.6, 9.9%, 4.9, 1.1%, -6.1%, 8.0%, -11.2%, -18.3%, 7.6%
N=c1c(C(=O)NC2CCCC2)cc2c(=O)n3ccccc3nc2n1C1CCCCC1
    -10.7, -7.9%, 1.2, ?, i, -0.4%, 187.0%[activator], 36.6%[activator], 21.6%
COc1ccc(C)cc1NC(=O)C(=O)c1cn(CC(=O)N2CCCC2)c2ccccc12
    -14.5, 14.7%, 3.4, -2.3%, -11.0%, -0.6%, -1.5%, ?, 5.2%
Cc1ccc(C)c(OCCC(=O)OCC(=O)NCCNC(=O)COC(=O)CCOc2cc(C)ccc2C)c1
    19.6, -0.7%, 9.3, 19.0%, i, 5.9%, -4.0%, -8.2%, -4.5%
CCOC(=O)c1cccc(NC(=O)c2cnn(-c3ccccc3)c2-n2cccc2)c1
    ·, ·, 9.3, -16.1%, -32.0%[inhibitor], ·, 0.1%, -7.3%, 0.0%[9.22 µM]
CCOC(=O)c1c(NC(=O)CS(=O)(=O)c2cn(CC)c3ccccc23)sc2c1CCCCC2
    -23.2, 18.1%, 5.7, -25.1%, i, -5.3%, -2.3%, ?, 20.2%
CC(=O)Cc1nsc(NC(=O)c2ccc(F)cc2)n1
    -9.9, -2.2%, -1.6, -30.1%, -5.4%, -0.4%, 3.2%, 3.9%, ?
Cn1c(=O)c(Nc2ccc(O)cc2)c2c3c(cccc31)C(=O)c1ccccc1-2
    -12.8, -0.6%, -8.8, -10.2%, -10.4%, 6.9%, ?, 144.7%[activator], -13.5%
O=C(NCc1ccccc1Cl)[C@H]1CCCN1C(=O)[C@H]1CCCN1C(=O)c1cccc2ccccc12
    -6.7, 1.9%, 1.2, 0.0%, i, 1.1%, -6.4%, 4.3%, 22.3%
CN(Cc1ccccc1)C(=O)c1ccccc1N(C)S(=O)(=O)c1ccccc1
    6.4, -3.8%, 0.4, -1.1%, i, 10.6%, 5.7%, ?, -8.9%
COc1ccccc1-n1c(C)nc2cc(C(=O)NCC3CCCO3)ccc21 (stereo not given)
    -25.0, -4.8%, -10.8, ?, 11.7%, 0.6%, 1.2%, 0.4%, -19.3%

Reprinted at random: 2 records from the list
Each structure is followed by: D3 antag, aSyn rescue, DRD3 agonist, KB-V1 cytotox, PTHR1 agonist, GLP-1R agonist, GLP1R cytotox, GLP1R inv ag, TDP43 rescue
CC(=O)Cc1nsc(NC(=O)c2ccc(F)cc2)n1
    -9.9, -2.2%, -1.6, -30.1%, -5.4%, -0.4%, 3.2%, 3.9%, ?
CCN(CC)C(=O)C1CCCN(C(=O)c2cc(COc3ccc4ncccc4c3)on2)C1 (stereo not given)
    1.2, -7.5%, 1.7, -16.1%, -28.4%, 4.6%, -0.4%, 14.8%, -24.5%
